Source: PubChem (several laboratories)
bovine MsrA act: bovine MsrA enzyme activators, primary screen, biochemical, absorbance, HTS; AID 602163, 2012; hit rate 0.3% among 360,000; activation, % at 10.6 µM; purified bovine MsrA, absorbance read-out; in the data active means activation above about 7.5%;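 further: 0% = vehicle and 100% = reference activator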
Neddylation inh: inhibitors of cullin neddylation, primary screen, biochemical, TR-FRET, uHTS, NAE and Ubc12 | NEDD8-conjugating enzyme Ubc12 (Homo sapiens) + NEDD8-activating enzyme E1 regulatory … | calls only at 25 µM | hit rate 0.58% among 360,000; in the data active means inhibition above about 36%
MsrA inh: bovine MsrA enzyme inhibitors, primary screen, biochemical, absorbance, HTS; Methionine sulfoxide reductase A (Bos taurus); purified bovine MsrA, absorbance read-out; inhibition, % at 15.5 µM; hit rate 0.75% among 360,000; AID 651718, 2012; in the data active means inhibition above about 4.5%;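 further: 0% = vehicle wells with enzyme and 100% = reference inhibitor wells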
CSN deneddyl inh: inhibitors of CSN-mediated cullin deneddylation, primary screen, biochemical, fluorescence polarization, uHTS. AID 651999, 2013. COP9 signalosome complex subunit 5 (Homo sapiens), Q92905. hit rate 0.38% among 360,000. inhibition, % at 12.5 µM. Purified CSN, SCF-Nedd8-OG deneddylation;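 active means pattern-corrected inhibition above about 35%, with an unprinted fluorescence ratio check between 0.5 and 1.5, limit read from the data, passing the limit was not always enough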;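 further: 0% = enzyme with substrate and 100% = substrate without enzyme; some results filed as inactive read as strong as hits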
Target sequence (Q92905 whole entry, looked up, one chain of several): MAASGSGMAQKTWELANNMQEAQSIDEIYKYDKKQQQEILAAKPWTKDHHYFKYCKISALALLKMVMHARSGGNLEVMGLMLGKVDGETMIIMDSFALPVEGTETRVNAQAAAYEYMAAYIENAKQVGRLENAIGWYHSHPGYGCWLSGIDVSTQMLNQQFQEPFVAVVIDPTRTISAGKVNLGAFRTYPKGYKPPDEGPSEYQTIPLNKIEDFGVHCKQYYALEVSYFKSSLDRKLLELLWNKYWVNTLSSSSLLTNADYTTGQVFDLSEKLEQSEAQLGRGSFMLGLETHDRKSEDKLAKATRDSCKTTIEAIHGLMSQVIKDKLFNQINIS
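Detection – fluorescence polarization · System – HEK293T-derived human Csn5 enzyme · Controls – substrate-only high control, full reaction low control · Timing – 90 min, room temperature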
MLLE-PAM2 inh: inhibitors of PABP1 MLLE–PAM2 peptide binding, primary screen, biochemical, fluorescence polarization, FITC-PAM2, GST-MLLE. Polyadenylate-binding protein 1 (Homo sapiens), P11940. inhibition, % at 20 µM. hit rate 0.36% among 360,000. AID 588489, 2011; in the data active means inhibition above about 35%, passing the limit was not always enough;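 further: plate controls were DMSO wells with GST-MLLE for no effect and wells lacking GST-MLLE protein for full effect; some results filed as inactive read as strong as hits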
Rin1 Abl inh: inhibitors of Rin1-Abl protein binding, primary screen, biochemical, TR-FRET; AID 588664, 2011; Tyrosine-protein kinase ABL1 (Homo sapiens) + Ras and Rab interactor 1 (Homo sapiens), …; hit rate 0.4% among 360,000; inhibition, % at 7.35 µM; in the data active means inhibition above about 5%, passing the limit was not always enough
FAS-TE inh: FAS thioesterase domain inhibitors, primary screen, biochemical, fluorescence intensity, uHTS; Fatty acid synthase (Homo sapiens), P49327; recombinant FAS-TE, OMFH fluorogenic substrate, fluorescence endpoint; inhibition, % at 15 µM; hit rate 0.67% among 360,000; AID 602261, 2012;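 active means compounds whose normalised, plate-corrected inhibition of enzyme fluorescence in the single-dose primary screen is 50% or more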;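 further: 0% = DMSO with enzyme and 100% = substrate without enzyme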
Tb MetRS inh: T. brucei MetRS inhibitors, primary screen, biochemical, luminescence | hit rate 0.4% among 360,000 | purified T. brucei MetRS, ATP depletion, Kinase-Glo luminescence | AID 624268, 2012 | methionyl-tRNA synthetase (Trypanosoma brucei brucei) | inhibition, % at 11.9 µM;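 active means inhibition above a per-plate cutoff of the control wells' mean inhibition plus 3 SD, cut at about 5.5% in these data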;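 further: 0% = DMSO wells median and 100% = median of wells with control inhibitor compound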
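Measured by: Kinase-Glo luciferase luminescence reporting remaining unconsumed ATP. Material: purified T. brucei MetRS enzyme. Doses: 11.9 µM compound single dose, 0.9% DMSO. Medium: HEPES buffer containing pyrophosphatase, BSA, spermine, DTT. Times: 15 min preincubation, 2 h reaction, all 25 °C. Reagent: methionine, ATP and bulk E. coli tRNA.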
E coli Lon inh: inhibitors of E. coli Lon protease, primary screen, biochemical, fluorescence polarization | P0A9M0 | inhibition, % at 7.94 µM | AID 602123, 2011 | purified E. coli Lon protease | hit rate 0.42% among 360,000; in the data active means inhibition above about 13%, passing the limit was not always enough;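 further: 0% = enzyme with probe and DMSO and 100% = no enzyme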
Target sequence (P0A9M0 whole entry, looked up): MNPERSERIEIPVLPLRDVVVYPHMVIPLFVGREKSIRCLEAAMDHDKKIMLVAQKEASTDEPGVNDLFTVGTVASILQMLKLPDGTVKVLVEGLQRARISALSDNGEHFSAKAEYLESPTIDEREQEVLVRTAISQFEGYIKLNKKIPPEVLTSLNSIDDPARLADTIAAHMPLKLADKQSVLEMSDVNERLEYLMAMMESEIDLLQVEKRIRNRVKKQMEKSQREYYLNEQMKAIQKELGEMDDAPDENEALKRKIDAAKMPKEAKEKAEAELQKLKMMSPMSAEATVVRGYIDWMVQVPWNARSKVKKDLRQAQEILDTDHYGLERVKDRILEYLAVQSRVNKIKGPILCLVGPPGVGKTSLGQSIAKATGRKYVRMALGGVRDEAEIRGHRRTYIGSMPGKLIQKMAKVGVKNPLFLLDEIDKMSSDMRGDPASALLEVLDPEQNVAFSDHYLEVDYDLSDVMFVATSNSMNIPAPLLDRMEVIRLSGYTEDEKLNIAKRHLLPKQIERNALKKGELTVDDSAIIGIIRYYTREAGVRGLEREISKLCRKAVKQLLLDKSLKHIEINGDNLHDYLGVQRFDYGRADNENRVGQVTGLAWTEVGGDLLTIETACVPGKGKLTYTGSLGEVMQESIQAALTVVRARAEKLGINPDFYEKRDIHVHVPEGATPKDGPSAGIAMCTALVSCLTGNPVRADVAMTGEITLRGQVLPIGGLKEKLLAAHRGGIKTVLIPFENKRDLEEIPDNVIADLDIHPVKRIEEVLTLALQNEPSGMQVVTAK
An asterisk follows results filed as active; i = inactive; x = no result given. This is a random part of the collection; overall some 4% were active at least once.

molecule | bovine MsrA act | Neddylation inh | MsrA inh | CSN deneddyl inh | MLLE-PAM2 inh | Rin1 Abl inh | FAS-TE inh | Tb MetRS inh | E coli Lon inh
CCOC(=O)N1CCN(S(=O)(=O)c2ccc(C)c(C)c2C)CC1 | -3 | i | -0.2 | 1 | 0 | -4 | -2 | -0.7 | 0
COc1ccc(-c2ccc(CCC(=O)O)n2CC2CCCO2)cc1 (stereo not drawn) | -1 | x | 1.2 | -1 | 6 | -1 | -5 | -1.1 | -15
Cc1ccc(OCC(=O)Nc2cccc3c2CCCC3)cc1C | -2 | i | 0.8 | -4 | 3 | 0 | 15 | 0.4 | -1
COc1cccc(C(=O)Nc2ccc(S(=O)(=O)Nc3cc(C)nc(C)n3)cc2)c1 | -3 | i | 0.8 | 5 | -2 | 1 | -4 | -0.4 | 6
CCCC1=[N+](CC(=O)c2ccc(Br)cc2)CCn2cccc21 | -1 | i | -0.8 | 11 | -95 | 2 | -1 | -0.2 | -90
Clc1ccc(C2=CSC3=NCCN23)c(Cl)c1 | -8 | i | -0.9 | 2 | -8 | -1 | -142 | -0.2 | 12
CC1(C)Oc2cc3oc(C(=O)O)cc(=O)c3cc2-c2ccccc21 | -9 | x | 2.2 | 3 | 11 | -5 | -6 | -0.2 | -5
Cc1ccc(-c2cc3nc(-c4ccc(Br)cc4)cc(N)n3n2)cc1 | -9 | i | -0.3 | -1 | -7 | -2 | 18 | -0.8 | 4
COc1ccc(CCC(=O)Nc2nccs2)cc1OC | 1 | i | -0.5 | 3 | -7 | 4 | -6 | -0.7 | -2
CC(=O)N1CCN=C1SCc1ccc(Br)cc1 | 0 | i | -0.6 | -4 | 16 | 3 | 7 | 0.4 | -3
O=C(Cc1csc(NC(=O)Nc2ccc(Cl)cc2)n1)NC1CCCC1 | -6 | i | -0.2 | 7 | 18 | 0 | -3 | 1.1 | 1
CCOC(=O)C1CCN(Cc2ccc(N(C)C)cc2)CC1 | 1 | i | 0.7 | -7 | -37 | 5 | -8 | -0.7 | -4
Cc1nnc(Sc2cc(C(=O)NCCCOC(C)C)c3ccccc3n2)s1 | -4 | i | 1.3 | 2 | 2 | -2 | -7 | -0.1 | -16
Cc1ccc(N(C)S(=O)(=O)c2cc(-c3cnc(C4CC4)o3)ccc2C)cc1 | -2 | i | 0.0 | 3 | 1 | -1 | 24 | -0.2 | 0
O=C(CN1C(=O)NC2(CCCC2)C1=O)NCCc1ccccc1 | -2 | i | 0.6 | -1 | -2 | -2 | -6 | -0.1 | -15
O=C(CSc1nnc(-c2ccco2)o1)N1c2ccccc2CCc2ccccc21 | -2 | i | -0.6 | 1 | 23 | 1 | 14 | -0.2 | -2
O=C(COC(=O)c1ccco1)NCC1CCCO1 (stereo not drawn) | -1 | i | 0.2 | -6 | 10 | 0 | -5 | 0.1 | -5
COc1ccc(OC)c(-c2csc(NC(=O)CN3C(=O)NC4(CCCC4)C3=O)n2)c1 | -2 | i | -1.8 | 5 | -9 | 3 | 2 | -0.1 | -12
Cc1ccc(-n2ccnc(SCC(=O)NC3CCCCC3)c2=O)cc1F | -1 | i | 0.3 | 3 | 41* | -3 | -7 | -0.4 | -6
Cc1ccc(C)c(OCCC(=O)OCC(=O)c2ccc3c(c2)NC(=O)CO3)c1 | -10 | i | 0.1 | -2 | -14 | -3 | -1 | -0.5 | 5
Cc1noc(C)c1C(=O)OC(C)C(=O)Nc1ccc2c(c1)OCO2 (stereo not drawn) | -2 | i | -0.8 | 0 | -14 | 3 | 1 | -0.3 | 1
O=C(Nc1cc(=O)[nH]c2ncnn12)c1ccc(Cl)cc1Cl | -9 | i | 0.2 | 4 | 0 | 0 | -15 | -0.3 | -1
COc1ccc(C(=O)C[n+]2ccc3c(c2)nc(-c2ccc(OC)cc2OC)n3C)cc1 | -2 | i | 1.1 | 0 | 0 | -3 | -9 | -0.6 | 4
Cc1ccc2c(c1)N(Cc1ccncc1)C(=O)C(C)O2 (stereo not drawn) | -1 | i | 0.8 | 3 | -1 | -1 | -6 | -0.3 | 12
CC(=C1C(=O)c2ccccc2C1=O)N1CCc2ccccc2C1 | -4 | i | 0.0 | 0 | 11 | -4 | -6 | 0.5 | -3
Cc1cnc(NC(=O)COc2cccc3c2OC(C)(C)C3)s1 | -5 | i | 0.4 | -6 | -10 | 4 | -4 | -0.8 | 0
CCOC(=O)[C@H]1NN=C(C(=O)OC)[C@@H]1c1ccccc1 | -10 | i | 1.3 | -5 | -3 | 2 | -12 | -1.7 | -5
NS(=O)(=O)c1ccc(CNC(=O)/C=C/c2ccc(S(=O)(=O)N3CCOCC3)cc2)cc1 | -1 | i | -1.5 | 1 | -3 | -6 | -3 | 0.1 | 8
c1coc(-c2cc3nc(NC4CCCCC4)ccn3n2)c1 | -1 | x | 0.1 | 8 | 2 | -1 | 5 | -0.4 | -12
O=C(c1ccc(CS(=O)(=O)c2ccc(Br)cc2)o1)N1CCOCC1 | -7 | i | 1.7 | -8 | 6 | 3 | -10 | -1.1 | -9

Entries above that contain an aryl methoxy group:
molecule | bovine MsrA act | Neddylation inh | MsrA inh | CSN deneddyl inh | MLLE-PAM2 inh | Rin1 Abl inh | FAS-TE inh | Tb MetRS inh | E coli Lon inh
COc1ccc(-c2ccc(CCC(=O)O)n2CC2CCCO2)cc1 (stereo not drawn) | -1 | x | 1.2 | -1 | 6 | -1 | -5 | -1.1 | -15
COc1cccc(C(=O)Nc2ccc(S(=O)(=O)Nc3cc(C)nc(C)n3)cc2)c1 | -3 | i | 0.8 | 5 | -2 | 1 | -4 | -0.4 | 6
COc1ccc(CCC(=O)Nc2nccs2)cc1OC | 1 | i | -0.5 | 3 | -7 | 4 | -6 | -0.7 | -2
COc1ccc(OC)c(-c2csc(NC(=O)CN3C(=O)NC4(CCCC4)C3=O)n2)c1 | -2 | i | -1.8 | 5 | -9 | 3 | 2 | -0.1 | -12
COc1ccc(C(=O)C[n+]2ccc3c(c2)nc(-c2ccc(OC)cc2OC)n3C)cc1 | -2 | i | 1.1 | 0 | 0 | -3 | -9 | -0.6 | 4

(list continues)
molecule | bovine MsrA act | Neddylation inh | MsrA inh | CSN deneddyl inh | MLLE-PAM2 inh | Rin1 Abl inh | FAS-TE inh | Tb MetRS inh | E coli Lon inh
CCOC(=O)N1CCN(CC(O)COc2ccccc2C(C)CC)CC1 (stereo not drawn) | -4 | i | 1.0 | -8 | -4 | -1 | -3 | -1.2 | -3
NN1C(=O)c2cccc3c(C(=O)O)ccc(c23)C1=O | -5 | i | 2.2 | -7 | 4 | -6 | -8 | 0.1 | -1
Cc1ccc(S(=O)(=O)N2CCCC2CNC(=O)C(=O)NC2CC2)cc1 (stereo not drawn) | -6 | i | 2.4 | 5 | 10 | -1 | -6 | -0.5 | 2
CCN(CC)S(=O)(=O)c1ccc(C(=O)Nc2ccc3c(c2)OCO3)cc1 | -4 | i | 2.7 | -2 | 0 | -1 | 3 | -0.3 | 11
CCCSc1ncccc1C(=O)O | -2 | i | -1.1 | -2 | -15 | 1 | -3 | -0.3 | 2
CC(C)c1ccc(NC(=O)CN2C(=O)NC(C)(C3CC3)C2=O)cc1 (stereo not drawn) | -7 | i | -0.2 | -3 | -14 | 2 | 0 | -0.3 | -4
Cc1ccc(CN2CC(C(=O)Nc3ccccc3N3CCCC3)CC2=O)cc1 (stereo not drawn) | -4 | i | -0.6 | 1 | -1 | 0 | -3 | -0.6 | -2
O=C(CN(c1ccc(F)cc1)S(=O)(=O)c1ccccc1)N1CCOCC1 | -2 | i | 0.3 | 2 | 6 | 0 | -7 | 0.2 | 0
CCC(=O)Nc1cc(C)c(OC)c(C)c1 | -13 | i | -0.3 | -1 | 3 | 5 | -10 | -1.1 | 1
O=C(CSc1nnc(-c2cccs2)n1-c1ccccc1)Nc1ccccc1 | 0 | i | 0.1 | 9 | -15 | -272 | -2 | -0.2 | 7

MLLE-PAM2 inh, entries above that show a hit.
SMILES	bovine MsrA act	Neddylation inh	MsrA inh	CSN deneddyl inh	MLLE-PAM2 inh	Rin1 Abl inh	Tb MetRS inh	E coli Lon inh
Cc1ccc(-n2ccnc(SCC(=O)NC3CCCCC3)c2=O)cc1F	-1	i	0.3	3	41*	-3	-0.4	-6

New compounds follow:
molecule | bovine MsrA act | Neddylation inh | MsrA inh | CSN deneddyl inh | MLLE-PAM2 inh | Rin1 Abl inh | FAS-TE inh | Tb MetRS inh | E coli Lon inh
Cc1cc(N2CCOCC2)nc(C(C)C)n1 | -9 | i | -0.4 | -2 | 2 | -2 | -10 | -0.9 | -1
O=C(Cn1c2c(sc1=O)C1c3ccccc3OCC1CS2)Nc1ccc(Cl)c(Cl)c1 (stereo not drawn) | -10 | i | -0.2 | -8 | 7 | -3 | 5 | -0.2 | -9
Cc1ccc(CSCC(=O)Nc2ccccc2F)cc1 | -4 | i | -0.2 | -5 | 15 | 3 | 11 | 0.2 | 0
O=C(NCc1ccc(Cl)s1)C1CCC(=O)N(CCc2cccc(F)c2)C1 (stereo not drawn) | -3 | i | -1.4 | -2 | 12 | -4 | -2 | 0.3 | -2
O=C(NCCc1ccco1)C(=O)NCCC1CCCCN1S(=O)(=O)c1ccccc1 (stereo not drawn) | -7 | i | -0.1 | 3 | 21 | -1 | 2 | -0.7 | 0
Cc1cccc(NC(=O)CNC(=O)CSc2nc(N)cc(N)n2)c1C | -4 | i | 0.5 | 2 | 8 | 4 | -7 | -0.3 | 10
CC[C@H]1OC(=O)[C@H](C)[C@@H](O[C@H]2C[C@@](C)(OC)[C@@H](O)[C@H](C)O2)[C@H](C)[C@@H](O[C@@H]2O[C@H](C)C[C@H](N(C)C)[C@H]2O)[C@](C)(O)C[C@@H](C)CN(C)[C@H](C)[C@@H](O)[C@]1(C)O | -3 | i | -1.1 | 3 | -6 | -1 | 1 | -1.5 | -10
CC1CCCCC1NCC(=O)Nc1ccccc1C(=O)Nc1ccccc1 (stereo not drawn) | -7 | i | 0.9 | 0 | -4 | 6 | 2 | 0.1 | -2
CC(C)(C)NC(=O)C1CC(=O)OC12CCCCC2 (stereo not drawn) | 1 | i | 0.6 | -1 | -13 | -1 | -6 | -0.1 | 7
O=C(NCCO)C1CCN(C(=O)c2ccc(-c3ccccc3)cc2)CC1 | -9 | i | -0.2 | 3 | 8 | -2 | -3 | -1.3 | -8
CN(Cc1cccs1)C(=O)c1ccc(S(=O)(=O)NCc2ccco2)cc1 | -3 | i | 1.1 | -7 | 9 | -3 | -5 | 0.4 | -6
COc1ccc(S(=O)(=O)N2CCC(C(=O)N3CCCC3)CC2)cc1 | -3 | i | 2.0 | -3 | -4 | 2 | -2 | -1.2 | -5
COc1ccc(Nc2c(C3CC3)nc3nc(C)cc(C)n23)cc1 | -10 | i | 2.4 | -1 | x | x | -5 | -1.1 | -3
Nc1ccc(SCCN2C(=O)c3ccccc3C2=O)cc1 | -4 | i | -0.5 | 1 | 1 | -2 | -2 | 0.4 | 11
